Shiga inhibitor – Shiga toxin inhibition; Vero cells, Shiga toxin protein synthesis inhibition reporter; inhibition, % at 38.7 µM; 9.2% of 290,000 active; in the data active = inhibition mostly above about 28%, no sharp cut-off; inactive = mostly below about 43%; note: 0% is about no effect
Pf growth 48h – P. falciparum growth inhibition at 48 hours (one generation); P. falciparum luciferase growth in erythrocytes, 48 h; Potency, µM (highest dose often 28.7 µM), for the others: at the top dose activity change, negative = inhibition, hits mostly inhibitors; 5.9% of 310,000 active; AID 504832; note: potency is the fitted concentration of half-maximal effect; % is set by controls: 0 for no effect and ±100 for the full control effect
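First compound was added to culture medium, then infected red cells at 0.1% parasitemia and 2% hematocrit (final). After incubation at 37 C under 5% CO2, luciferase detection reagent was dispensed and light output recorded.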
Sm TGR block – blocks Schistosoma mansoni thioredoxin glutathione reductase | Q962Y6 | purified TGR, DTNB reduction, TNB absorbance 405 nm | Potency, µM (titrated, usually from 114 µM), for inactives: top-dose activity change, negative = inhibition, usual class: inhibitors | 3% of 360,000 active; note: potency is the fitted concentration of half-maximal effect; % is set by controls: 0 for no effect and ±100 for the full control effect; nearly all actives have a fitted effect of over 60% in size
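First, TGR (20 nM dispensed) and NADPH were mixed with compound. Second, a 15 min room-temperature incubation followed. Third, further NADPH and then DTNB were added to start the reaction. Finally, TNB absorbance was monitored kinetically.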
Pf growth 96h – inhibits malaria parasite growth, 96 h; 6.9% of 320,000 active; P. falciparum luciferase reporter growth, 96 h; Potency, µM (doses to about 28.7 µM), for inactives: at the top dose activity change, negative = inhibition, hits mostly inhibitors; AID 504834; note: potency is the fitted concentration of half-maximal effect; % is set by controls: 0 for no effect and ±100 for the full control effect
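Readout is luminescence from an integrated firefly luciferase in P. falciparum. Red cells, 2% hematocrit and 0.05% parasitemia final, were cultured with compound through two parasite generations (96 hours) at 37 C, 5% CO2.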
Giardia FBPA inh – blocks Giardia fructose-bisphosphate aldolase activity. 0.71% of 290,000 active. Potency, µM (series often up to 59.6 µM), for the others: at the highest dose activity, negative = inhibition, actives largely listed as inhibitors. purified Giardia FBPA. AID 2451. A8B2U2; note: potency is the fitted concentration of half-maximal effect; % is set by controls: 0 for no effect and ±100 for the full control effect; nearly all actives have a fitted effect of over 55% in size
Target sequence (A8B2U2 whole entry, looked up): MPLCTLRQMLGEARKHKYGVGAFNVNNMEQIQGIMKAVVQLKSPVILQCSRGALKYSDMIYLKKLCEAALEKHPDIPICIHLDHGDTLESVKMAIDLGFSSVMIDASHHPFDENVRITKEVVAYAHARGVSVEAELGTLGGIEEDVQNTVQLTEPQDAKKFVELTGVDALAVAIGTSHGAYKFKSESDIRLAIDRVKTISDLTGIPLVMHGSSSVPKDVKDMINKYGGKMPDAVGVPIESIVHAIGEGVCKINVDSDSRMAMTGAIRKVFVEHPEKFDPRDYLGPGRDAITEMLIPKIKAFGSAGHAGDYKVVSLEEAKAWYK
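40 nM FBPA preincubated 10 min at RT with compound (up to 57.5 uM final), then substrate plus GAPDH/TPI/NAD/arsenate coupling and diaphorase/resazurin added. Fluorescence read after 20 min at RT, 525/598 nm.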
CHX counter – affects cycloheximide protein synthesis inhibition readout, counter-screen. max response, %. 12% of 300,000 active. cell reporter, cycloheximide protein synthesis inhibition counterscreen; in the data active = max response mostly above about 13%, no sharp cut-off; inactive = mostly below about 14%; note: read at 38.3 µM for the half of the compounds with a filed dose; 0% is about no effect
Active calls of the source: *; ? = inconclusive; / = not tested or not shown; [ ] = remark or other dose. Unless noted, calls come from the whole dose curve; as a rule, active = well fitted curve in the direction sought with a large enough effect; inconclusive = small, poorly fitted or top-dose-only effect, or another doubt; inactive = no such curve, though single readings can be large; an effect the other way counts as inactive or inconclusive. Rows were taken by chance (roughly 24% active in at least one column).

SMILES	Giardia FBPA inh	Pf growth 48h	Shiga inhibitor	Sm TGR block	Pf growth 96h	CHX counter
COc1ccc(CN(C)CC(=O)Nc2cccc(S(N)(=O)=O)c2)c(OC)c1OC	?	-7%	-5	/	-2%	-2
O=C1CCCCCN1Cc1ccccc1	-1%	29%	-12	8%	?	-4
CC(C)NC(=O)C1(c2ccccc2)CC1(Cl)Cl (stereo unspecified)	1%	12%	-16	-1%	0%	-2
COc1ccc(OCCC(=O)OCC(=O)NC(=O)NC2CCCCC2)cc1	/	86%[activator]	16	-1%	10%	4
Cc1nn(Cc2ccc(F)cc2)c(C)c1NC(=O)c1noc2c1CCCCC2	-1%	?	-8	10%	?	3
Cn1c(N)c(C(=O)CSc2nnc(C3CC3)n2N)c(=O)n(C)c1=O	/	7%	/	-14%	0%	/
CN(Cc1ccccc1F)C(=O)COc1ccc(C(=O)c2ccccc2)cc1	8%	25%	6	-14%	37%	7
O=S(=O)(c1ccc(Cl)cc1)N1CCN(CCc2ccncc2)CC1	3%	6%	-7	6%	-18%	-3
CN(C)S(=O)(=O)c1ccc(C(=O)N2CCN(S(=O)(=O)c3cccs3)CC2)cc1	1%	-20%	-7	-4%	-19%	-2
COc1ccc(Cc2nnc(Nc3ccc(Cl)cc3)[nH]c2=O)cc1	3%	?	16	10%	?	18*
COc1ccc(C(=O)CNc2ccc3ccccc3c2)cc1	-21%	-4%	79*	4%	7%	31*
Cc1ccc(S(C)(=O)=N/C=C2\C(=O)c3sccc3N(C)S2(=O)=O)cc1 (stereo unspecified)	-5%	?	20	0%	?	-3
CC(=O)Nc1nc(C)c(-c2csc(Nc3ccc(O)cc3)n2)s1	-8%	2.6µM*	33	-24%	?	15*
CCOC(=O)CSc1snnc1-c1ccccc1	-3%	4%	-4	0%	/	-1
CC(=O)N(CC(=O)Nc1nn(-c2ccccc2)nc1C(N)=O)Cc1ccccc1	1%	1µM*	-18	-20%	/	1
Nc1nonc1C(=O)NCCNCc1cc(Br)ccc1OCc1ccccc1F	-21%	3.3µM*	-15	-3%	?	-5
CCCC(=O)c1ccc(N2CCN(C(=O)c3ccccc3)CC2)c(F)c1	1%	-18%	-18	38%[activator]	24%	-3
CC(=C1C(=O)c2ccccc2C1=O)N1CCN(c2ccccn2)CC1	?	-8%	3	-26%	/	5
Cc1cc(=O)n2nc(N3CCCC(C(=O)N4CCOCC4)C3)sc2n1 (stereo unspecified)	-9%	1%	15	-2%	12µM*	1
COc1cccc(NC(=O)COC(=O)c2ccco2)c1	-1%	-12%	41*	-23%	-8%	12*
COc1ccc(-c2cc(=O)[nH]c(NCc3ccccc3)n2)cc1	5%	-8%	-10	0%	/	-1
CN(C)S(=O)(=O)c1ccc2nnn(OCC(=O)NC34CC5CC(CC(C5)C3)C4)c2c1	1%	?	-5	6%	?	-4
Cc1cc(/C=C2\C(=O)NC(=O)N(Cc3ccccc3)C2=O)c(C)n1C1CC1	0%	9%	-7	?	-5%	-1
O=C1CC2CS(=O)(=O)CC2N1c1ccc(Cl)cc1Cl (stereo unspecified)	0%	13%	-11	0%	25%	1
CCC(C)(C)n1nnnc1CN1CCN(C(c2ccccc2)c2ccccc2)CC1	4%	7.4µM*	10	-7%	82%[activator]	-2
CCO[C@@H]1OC(C(=O)N2CCN(Cc3ccc4c(c3)OCO4)CC2)=C[C@H](C)[C@H]1CCCO	-7%	?	13	-11%	?	-2
Cc1[nH]c2ccccc2c1C(=O)CN1CCCC1	23%	?	4	?	/	0
CC(C)COc1ccc(C(=O)N/C(=C/c2cccc([N+](=O)[O-])c2)C(=O)O)cc1	26%	?	-3	-5%	10%	-2
Cc1ccccc1-n1nc2c(c1NC(=O)c1ccc(S(=O)(=O)N(C)C)cc1)CSC2	1%	?	1	?	-25%	-3
COc1ccc(CCNC(=O)COC(=O)c2cnccn2)cc1	0%	/	-12	7%	-13%	8

In the list so far, 3 contain an NH in an aromatic ring:
SMILES	Giardia FBPA inh	Pf growth 48h	Shiga inhibitor	Sm TGR block	Pf growth 96h	CHX counter
COc1ccc(Cc2nnc(Nc3ccc(Cl)cc3)[nH]c2=O)cc1	3%	?	16	10%	?	18*
COc1ccc(-c2cc(=O)[nH]c(NCc3ccccc3)n2)cc1	5%	-8%	-10	0%	/	-1
Cc1[nH]c2ccccc2c1C(=O)CN1CCCC1	23%	?	4	?	/	0

Remaining list, next part:
SMILES	Giardia FBPA inh	Pf growth 48h	Shiga inhibitor	Sm TGR block	Pf growth 96h	CHX counter
COc1cc(C(=O)COC(=O)C2CCN(c3ccc(C(F)(F)F)cn3)CC2)ccc1OC(F)F	/	2%	/	7%	5%	/
O=C(/C=C\c1ccccc1)Nc1ccc(NC(=O)c2ccco2)cc1	4%	?	5	-19%	15%	4
CCC(=O)NC(Nc1cc(C)cc(C)n1)(C(F)(F)F)C(F)(F)F	1%	-8%	-2	2%	-2%	-1
CN(C)S(=O)(=O)c1ccc(Cl)c(NC(=O)CSc2nnnn2-c2ccc(O)cc2)c1	16%	-22%	4	-1%	-17%	-2
Cc1ccc(NC(=O)CCC(=O)NNC(=O)NC23CC4CC(CC(C4)C2)C3)cc1C	6%	-8%	-5	-1%	38%[activator]	-1
Cc1cccc(CN2CCN(c3nc4nonc4nc3NC3CC3)CC2=O)c1	0%	?	-14	-15%	?	-1
CN(C)P(=O)(Nc1cccc2ccccc12)Nc1cccc2ccccc12	/	4.7µM*	/	-1%	?	/
CCOc1ccccc1NC(=O)c1cccc(N2C(=O)CCC2=O)c1	-5%	0%	-5	?	2%	-2
Cc1nc2nc(SCC(N)=O)[nH]c2cc1Br	4%	11%	-16	-11%	/	20
CCOc1ccc(NC(=O)NNC(=O)c2cccnc2)cc1	/	5%	-18	-2%	2%	4
C=CCOCCN(C)C1=NS(=O)(=O)c2cc([N+](=O)[O-])ccc21	-13%	?	-9	/	-27%	-3
CCOc1ccc(C(=O)OCC(=O)NCCCc2ccccc2)cc1	4%	33%[activator]	-4	-6%	12%	-1
COc1cc(C(=O)N(Cc2ccco2)Cc2cc3ccccc3[nH]c2=O)cc(OC)c1OC	15%	1%	-4	-4%	?	0
O=C1CSC(c2cn(-c3ccccc3)nc2-c2cccs2)N1CC1CCCO1 (stereo unspecified)	-6%	12µM*	4	1%	8.3µM*	-3
Cc1cccc(OCC(O)CN2C(C)(C)CC(O)CC2(C)C)c1C (stereo unspecified)	4%	5%	-16	-1%	/	6
S=c1[nH]nc(COc2ccc3ccccc3c2)o1	10%	45%[activator]	43*	-20%	9.3µM*	15
COc1ccc(S(=O)(=O)NC2CCc3ccccc32)cc1OC (stereo unspecified)	11%	-3%	21	-2%	9%	-1
Cc1c(N)c(C(C)(C)C)cc(C(C)(C)C)c1[N+](=O)[O-]	-8%	-3%	-3	2%	-15%	-4
COCCNC(=O)CS(=O)(=O)Cc1nc(-c2ccc(C)cc2)oc1C	-1%	/	-12	-28%	?	-2
COc1ccc(OCCOC(=O)CNC(=O)c2ccc(C)cc2)cc1	/	3%	/	?	18%	/
CCOc1ccc(CCNC(=O)Cc2ccc(NC(=O)C3=C(C)OCCS3)cc2)cc1	/	24%	47*	11%	-38%	21
CCN(C(=O)c1cc(Cl)ccc1OC)c1ccccc1C	-8%	?	-3	0%	-3%	7
O=C(NC1CCCCNC1=O)c1ccco1 (stereo unspecified)	7%	-7%	-1	4%	22%	1
O=C(CC(=O)N/N=C/c1ccc(Cl)cc1Cl)NCc1ccccc1	-10%	?	33	5%	42%[activator]	-4
CCCCc1ccc(NC(=S)NCc2ccccc2OC)cc1	0%	?	-30	/	-20%	-3
Cc1c(NC2(C#N)CCCC2)c(=O)n(-c2ccccc2)n1C	-11%	3%	13	40µM*	-11%	18
CCOC(=O)N1CCN(S(=O)(=O)c2cc(OCC)ccc2OCC)CC1	16%	-5%	-5	-2%	?	2
Cc1ccc(-c2nnc(CCC(=O)NCc3csc(C)n3)o2)s1	5%	9%	38	-2%	19%	8
COc1cc2c(cc1OC)CN(CC(=O)NC(=O)NC(C)(C)C)CC2	8%	-44%	-6	0%	8%	7
CC(=O)c1c(N2CCCCC2)nc(=S)n(-c2ccccc2)c1C	1%	7%	11	-4%	/	12
COc1cc(F)c(S(=O)(=O)N2CCOc3ccccc32)cc1OC	2%	/	3	3%	54%[activator]	-6
CCN(CC)S(=O)(=O)c1ccc(C(=O)OCC(=O)NCc2ccco2)cc1	3%	-31%[5.75 µM]	-7	?	28%	-1
COc1ccc(CCN(C)CCC(=O)Nc2cccc(C)c2)cc1OC	4%	?	-4	12%	?	-2
CC/C(=N\NC(=O)OC)c1ccc(OC(F)F)cc1	6%	86%[activator]	21	7%	-6%	8
COc1cccc(O)c1CN1CCCC(C(=O)c2ccccc2SC)C1 (stereo unspecified)	2%	?	-5	-4%	0%	-2
CCCCc1nc2sc3c(SCC(=O)NCc4ccco4)ncnc3c2c2c1CCC2	-1%	0%	-11	-7%	4%	-4
COC(=O)C1CCN(C(=O)Nc2ccc(OC)cc2)CC1	1%	35%[activator]	-3	17%	0%	-3
O=C(NCCCN1CCCC1=O)C1CCN(S(=O)(=O)c2ccc(Cl)cc2)CC1	/	-16%	/	2%	?	/
COC(=O)C1C(O)=C(C=Nc2ccc(N)cc2)C(=O)CC1(C)C (stereo unspecified)	-12%	?	-11	-6%	/	13
Cn1cc(CCC(=O)N2CCC3(CC2)OCCO3)c2ccccc21	4%	12%	-6	3%	103%[activator]	9
Cc1ccc(-c2csc3nc(-c4ccncc4)[nH]c(=O)c23)cc1	2%	-5%	-9	4%	4%	-8
COCCNC(=O)CSc1ncnc2sc(-c3ccccc3)cc12	4%	27%	19	7%	69%[activator]	31
COC(=O)[C@H](C)NC(=O)NC1CCN(Cc2ccccc2)CC1	-1%	8%	-8	5%	/	-4
COc1ccc(CC(=S)N2CCOCC2)cc1	3%	-5%	2	-3%	-18%	0
O=C1CCC(=O)N1c1nc2n(n1)C(c1ccccc1)C=C(c1ccc(Br)cc1)N2 (stereo unspecified)	-5%	1%	-9	-52%	0%[5.75 µM]	-2
COc1ccccc1N(C(=O)c1snc(C(N)=O)c1N)C(C(=O)NC1CCCC1)c1ccc2ncccc2c1 (stereo unspecified)	-7%	?	-3	-5%	15%	-7
O=C(NCc1ccncc1)c1cc2ccccc2nc1Cl	0%	6%	-11	-19%	2%	-1
CCCc1cc(=O)[nH]c(SCC(=O)Nc2cccc(S(=O)(=O)N3CCOCC3)c2)n1	/	?	/	2%	?	/
CCOC(=O)c1nn(-c2cccc(OC)c2)c2nc(Nc3ccccc3)cc(=O)n12	1%	-9%	-11	4%	?	-2
CC1CCN(C(=O)c2ccc(-c3ccccc3Cl)o2)CC1	/	140%[activator]	/	?	188%[activator]	/
Cc1ccccc1NC(=O)c1ccc(-c2ccc(Cl)cc2Cl)o1	1%	/	41	-11%	40%[activator]	21*
Cc1cc2ncn(-c3ncccc3[N+](=O)[O-])c2cc1C	-1%	0%	-1	45µM*	4%	10
O=C(Nc1ccc2c(c1)OCCO2)c1ccc(Cl)c(Cl)c1	-9%	203%[activator]	84*	-16%	?	45*

Screening data deposited in PubChem by National Center for Advancing Translational Sciences (NCATS).
